Source: PubChem (Broad Institute)
ERAP1 inh – blocks human ERAP1 aminopeptidase activity; inhibition, % at 10.7 µM; hit rate 0.15% among 340,000; Q9NZ08; recombinant ERAP1, Leu-AMC fluorescence, 60 min; AID 652197;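 active = mean replicate inhibition of at least 30%, or all replicates individually reaching that 30% level; inactive = mean below 30% and not every replicate reaching it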;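 note: 0% = neutral control wells and 100% = L-leucinethiol positive control wells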
F508del corr – correctors of CFTR F508del function in bronchial epithelial cells; CFBE cells, YFP halide quenching; stimulated with forskolin plus potentiator P3; % fluorescence drop versus neutral controls; activity (quench increase), % at 7.58 µM; hit rate 0.36% among 350,000; AID 720511;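 active = mean added fluorescence quench of at least 8% versus neutral control, with both replicates also reaching 8%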;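 note: cells transiently co-express mutant CFTR-F508del with the halide-sensitive YFP; corrector assay measuring rescue of mutant channel to the surface after 24 h compound exposure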
RAD54 branch – RAD54 (human) branch migration inhibition. Q92698. RAD54 Holliday junction branch migration, FAM/BHQ fluorescence. inhibition, % at 10.4 µM. hit rate 0.14% among 360,000. AID 602329;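 active = mean normalized replicate activity at least 40 and at least half of replicates scoring 40 or more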;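 note: 0% = median of neutral control wells and 100% = median of positive control wells; inhibitors cause a drop in the FAM fluorescence signal; in these data hits start at about 50%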
Target sequence (Q92698 whole entry, looked up): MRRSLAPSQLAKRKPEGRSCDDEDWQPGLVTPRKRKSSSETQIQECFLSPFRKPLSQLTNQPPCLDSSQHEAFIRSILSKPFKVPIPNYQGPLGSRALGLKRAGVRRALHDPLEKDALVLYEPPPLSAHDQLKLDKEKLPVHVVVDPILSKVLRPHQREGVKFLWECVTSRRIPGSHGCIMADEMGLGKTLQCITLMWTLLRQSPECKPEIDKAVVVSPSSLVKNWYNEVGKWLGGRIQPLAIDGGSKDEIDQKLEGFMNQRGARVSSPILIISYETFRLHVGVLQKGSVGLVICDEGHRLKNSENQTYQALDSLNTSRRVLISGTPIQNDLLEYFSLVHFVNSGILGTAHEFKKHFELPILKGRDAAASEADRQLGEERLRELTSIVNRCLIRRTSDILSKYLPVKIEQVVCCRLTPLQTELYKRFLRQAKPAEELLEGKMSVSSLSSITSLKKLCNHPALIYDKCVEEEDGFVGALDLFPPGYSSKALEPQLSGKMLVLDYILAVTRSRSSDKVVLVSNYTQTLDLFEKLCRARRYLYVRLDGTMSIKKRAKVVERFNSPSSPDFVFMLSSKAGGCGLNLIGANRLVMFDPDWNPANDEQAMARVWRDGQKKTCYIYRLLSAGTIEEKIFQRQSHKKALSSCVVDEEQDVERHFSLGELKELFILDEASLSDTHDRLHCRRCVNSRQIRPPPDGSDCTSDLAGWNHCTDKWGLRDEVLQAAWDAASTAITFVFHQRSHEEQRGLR
INS-1E GSIS act – primary screen for activators of insulin secretion dependent on glucose, INS-1E cells, GLuc reporter luminescence; activation, % at 16.6 µM; INS-1E GLuc reporter insulin secretion, 2-3 h; hit rate 0.61% among 370,000; AID 743287;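 active = lowest replicate activation of at least 40%, so every replicate reaches that level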;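 note: 0% = median of neutral control wells and 100% = median of IBMX positive control wells; some compounds called inactive have numbers as strong as hits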
RAD52 anneal inh – blocks human RAD52 DNA annealing. recombinant RAD52 DNA annealing, FRET fluorescence. inhibition, % at 18.7 µM. hit rate 0.46% among 360,000;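 active = every replicate showing at least 50% inhibition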
esBAF inh – SWI/SNF esBAF complex inhibition; AID 602393; mouse ES cells, Bmi1-luciferase knock-in reporter, 24 h; 100% = twice the neutral-well signal; reporter increase, % at 12.5 µM; hit rate 2% among 350,000; in the data active = activation above about 40%;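 note: 0% = median of the plate's neutral control wells and 100% = double that signal; a rise in the Bmi1 reporter signal indicates esBAF inhibition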
ARNT-TACC3 inh – disrupts binding between human ARNT and TACC3. AID 623870. Q9Y6A5. AlphaScreen His-ARNT PAS-B/GST-TACC3 binding, luminescence; TACC3 fragment carries E629A point mutation. hit rate 0.66% among 390,000. inhibition, % at 9.99 µM;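 active = mean inhibition of replicates at least 50% and at least half of replicates each reaching 50%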;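 note: 0% = complete ARNT plus TACC3 wells and 100% = ARNT alone without TACC3; many hits fall short of the cut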
Xi reactivation – reactivates the inactive X chromosome in mouse fibroblasts; activation, % at 7.58 µM; hit rate 0.055% among 360,000; XiGFP mouse fibroblasts, % GFP-positive cells imaging, 3 d; cells co-treated with 5-aza-dC sensitizer; scaled so ellipticine positive control = 100%;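 active = mean normalized replicate activation at least 10% and every replicate at or above 10%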;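 note: 0% = median of on-plate neutral control wells and 100% = ellipticine 6 µM median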
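System: XiGFP fibroblasts, SV40-immortalized. Medium: DMEM plus 5-aza-dC sensitizer. Doses: single point. Timing: 3 d treatment, 15 min room-temperature fixation. Control set: ellipticine 6 µM.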
* hit, by the source's call; . = no result given; & = joins results of further samples.

SMILES	ERAP1 inh	F508del corr	RAD54 branch	INS-1E GSIS act	RAD52 anneal inh	esBAF inh	ARNT-TACC3 inh	Xi reactivation
CC(=O)c1ccc(N2CCN(S(=O)(=O)c3ccc4c(c3)NC(=O)CO4)CC2)cc1	0	-2.5	.	.	-5	-4	1	0.0
C#CCNC(=O)C1=C[C@@H](C2CCCCC2)[C@H](CCCO)[C@@H](OCC)O1	2	-3.2	1	8	-7	.	-7	0.3
CC1(C)CC(=O)C(C2c3ccccc3Oc3ccccc32)C(=O)C1	8	2.8	.	-9	-10	.	3	0.1
COc1ccc(N2CC(C(=O)Nc3ccc(N4CCOCC4)cc3)CC2=O)cc1 (stereo not given)	.	.	2	1	.	-7	0	.
CN(C)C(=O)c1ccc(-c2ccc([C@H]3[C@H](CO)N4CCCCN(CC5CC5)C[C@@H]34)cc2)cc1	7	5.8	3	8	18	4	-1	0.2
CCC1CCCCN1CCN1C(=O)C2C(C(=O)Nc3ccc(OC)cc3)C3C=CC2(O3)C1C(=O)NC1CCCCC1 (stereo not given)	-7	-0.2	-6	-17	-10	2	3	0.3
COc1ccc(NC(=O)N(C)C[C@@H]2Oc3ccc(NC(=O)CCC(F)(F)F)cc3C(=O)N([C@@H](C)CO)C[C@H]2C)cc1	2	-5.2	2	1	-4	0	0	0.3
O=C(C[C@H]1C=C[C@@H](NC(=O)c2cccc(F)c2)[C@H](CO)O1)Nc1nccs1	5	1.6	2	-7	9	2	0	0.0
O=C(O)CCC(=O)N1N=C(c2ccccc2)CC1c1ccc2c(c1)OCO2 (stereo not given)	-3	-1.0	-8	-1	-11	1	-7	0.2
COc1ccc(CNC(=O)c2c(O)c3cc(OC)c(OC)cc3[nH]c2=O)cc1OC	-1	0.9	-3	-2	-8	0	4	0.0
O=C(C1CCCO1)N1CCC(c2nc3ccccc3[nH]2)CC1 (stereo not given)	-1	-0.5	-5	16	4	-4	-16	.
c1ccc2sc(N3CCCCC3)nc2c1	13	-3.7	-5	-11	-4	49*	-1	-0.1
O=C(C1CCC(=O)N(C2CCCC2)C1)N1CCN(Cc2cccc(F)c2)CC1 (stereo not given)	-3	1.0	0	7	-12	-9	-16	0.1
CO[C@H]1CN(C)C(=O)c2ccc(NC(C)=O)cc2OC[C@H](C)N(CCc2ccccc2)C[C@H]1C	2	-0.5	-4	-16	24	-1	-2	-0.1
CC(C)CC#Cc1ccc([C@H]2[C@H]3CN(C(=O)Cc4cccnc4)CC(=O)N3[C@H]2CO)cc1	1	1.0	.	-6	-6	.	.	0.0

Whole records, quoted from the list:
O=C(O)CCC(=O)N1N=C(c2ccccc2)CC1c1ccc2c(c1)OCO2 (stereo not given) is listed as ERAP1 inh: -3; F508del corr: -1.0; RAD54 branch: -8; INS-1E GSIS act: -1; RAD52 anneal inh: -11; esBAF inh: 1; ARNT-TACC3 inh: -7; Xi reactivation: 0.2
CC(=O)c1ccc(N2CCN(S(=O)(=O)c3ccc4c(c3)NC(=O)CO4)CC2)cc1 is listed as ERAP1 inh: 0; F508del corr: -2.5; RAD54 branch: .; INS-1E GSIS act: .; RAD52 anneal inh: -5; esBAF inh: -4; ARNT-TACC3 inh: 1; Xi reactivation: 0.0

(list continues)
SMILES	ERAP1 inh	F508del corr	RAD54 branch	INS-1E GSIS act	RAD52 anneal inh	esBAF inh	ARNT-TACC3 inh	Xi reactivation
CCC(=O)Nc1ccc2c(c1)OC[C@@H](C)N(C(=O)NC1CCCCC1)C[C@@H](C)[C@H](OC)CN(C)C2=O	-3	-1.5	-1	-2	13	2	-4	0.0
COc1cc(/C=C/C(=O)OCC(=O)Nc2cc(S(=O)(=O)N(C)C)ccc2Cl)ccc1O	1	-1.4	-3	-3	-8	-4	-1	0.1
Cc1ccc(OCC(=O)Nc2ccncc2)c(C)c1	-1	-3.9	0	.	-6	8	7	0.0
Cc1ccc2nc(-c3ccccn3)cc(C(=O)Nc3ccc(S(=O)(=O)N4CCOCC4)cc3)c2c1	-20	2.1	13	-10	-10	-7	5	0.0
COc1ccc(Cl)c(-c2cc(C(=O)Nc3ccccc3)[nH]n2)c1	1	-1.1	-1	-13	-12	97*	.	0.0
COCCNC(=O)C1CCCN(C(=O)COc2ccc(C(C)(C)C)cc2)CC1 (stereo not given)	-3	-2.4	-2	.	-13	7	.	0.2
CSCC[C@H](NC(=O)c1cc2c([nH]c3ccccc32)c(-c2ccccc2)n1)C(=O)O	8	-1.6	-2	-2	-17	10	13	0.3
CCCNC(=O)C[C@H]1CC[C@@H]2[C@@H](COc3ccc(NC(=O)NCCC)cc3C(=O)N2C)O1	-4	0.5	.	6	-5	.	.	0.0
O=C(NCc1ccccc1)c1cccc(COc2cc(Cl)ccc2Cl)c1	3	.	-8	1	-16	71*	-5	0.0
C[C@@H]1CN([C@H](C)CO)C(=O)c2cccc(NC(=O)c3ccncc3)c2O[C@H]1CN(C)C(=O)Nc1ccc(C(F)(F)F)cc1	-1	2.8	2	2	10	7	31	0.0
CCN(CC)C(=O)Cn1cc(C(=O)C(=O)N2CCN(Cc3ccc4c(c3)OCO4)CC2)c2ccccc21	3	-0.9	4	-1	-8	-5	9	0.0
C[C@@H]1CCCCO[C@@H](CN(C)S(=O)(=O)c2cn(C)cn2)[C@@H](C)CN([C@H](C)CO)C(=O)c2cc(NS(C)(=O)=O)ccc2O1	0	0.2	-15	6	15	2	.	-0.2
NC(=O)c1ccc(NC(=O)Cc2ccc(S(=O)(=O)N3CCCCC3)cc2)cc1	-2	-0.5	4	-3	-25	4	-2	0.0
Cc1cc(C(=O)N/N=C/c2cc(Br)ccc2OC(=O)c2ccccc2Cl)n[nH]1	-5	5.0	1	-6	-34	10	1	0.9
O=C1NC(Cc2ccccc2)C(=O)N1CC(=O)N1CCCc2ccccc21 (stereo not given)	-2	0.5	-13	-2	-5	4	-15	0.1
COc1ccc(NC(=O)N(C)C[C@@H]2Oc3ncc(C#CCN(C)C)cc3C(=O)N([C@@H](C)CO)C[C@@H]2C)cc1	2	-2.8	-9	-1	-4	-3	-7	-0.1
Cc1c(C(=O)N(C)CCCCN2CCOCC2)oc2c(F)cccc12	-2	1.0	-14	-5	-12	2	22	0.3
N#C/C(=C\c1ccccc1Br)C(=O)NC1CC1	0	0.6	-4	-6	-4	-4	-9	0.0
O=C(Nc1ccc(OCc2ccccc2)cc1)Nc1ccccc1C(=O)NCCCN1CCOCC1	-2	-3.2	.	-13	-12	6	8	-0.1
CNC(=O)C[C@H]1C(=O)N(c2ccc(OC)cc2)C[C@@H]1Cc1ccccc1	2	1.2	.	28	-1	-2	.	0.0
CCN(CC)C(=O)Cn1cnc2sc(C(=O)N3CCN(Cc4ccc5c(c4)OCO5)CC3)c(C)c2c1=O	4	4.2	.	7	0	.	-5	0.1
CN1CCCCN2[C@H](C1)[C@H](c1ccc(C#Cc3ccccc3F)cc1)[C@@H]2CO	3	-0.8	10	-5	0	-2	-2	0.1
CC(C)NC(=O)c1ccc(C2SCC(=O)N2Cc2ccccc2)cc1 (stereo not given)	-3	.	8	2	-5	0	-21	.
CN(c1cccc(NC(=O)CN(c2cccc(Cl)c2)S(=O)(=O)c2ccccc2)c1)S(C)(=O)=O	.	.	-1	-16	.	.	-4	0.1
CCN(C(=S)Nc1ccc(Oc2ccccc2)cc1)c1ccccc1	.	.	0	-30	.	-6	-5	0.1
O=C(O)CCn1cc(/C=C\C(=O)c2ccc(Cl)cc2)c(-c2cccc(Br)c2)n1	.	-1.7	-2	3	.	11	.	0.1
C/C(=N/NC(=O)c1ccncc1)c1c[nH]c2ccccc12	5	-2.2	.	-3	-8	1	-8	0.0
Cc1ccc(C(C)C)c(OCC(=O)OCC(=O)NC2CCS(=O)(=O)C2)c1 (stereo not given)	-2	-2.6	8	-15	5	.	5	-0.1
CO[C@@H]1CN(C)C(=O)c2cc(NC(=O)c3cc(C)on3)ccc2OC[C@H](C)N(C(=O)C2CC2)C[C@@H]1C	4	-1.0	1	14	-11	-13	-6	-0.1
O=C(Nc1ccc(F)cc1)Nc1ccc2c(c1)[C@@H]1C[C@H](CC(=O)N3CCOCC3)O[C@@H](CO)[C@@H]1O2	-1	-1.7	-5	1	7	3	3	0.1
CC(C)NC(=O)C1(C)CCCCN1Cc1cccc(C(F)(F)F)c1 (stereo not given)	4	-0.6	5	7	-2	2	.	0.1
COc1ccc(C(=O)Nc2nccs2)cc1[N+](=O)[O-]	-1	2.3	1	6	-14	.	3	0.0
O=C(Cn1nnc2ccccc2c1=O)Nc1ccc2c(c1)CCC2	1	1.9	-1	10	-6	4	-2	.
O=C1c2ccccc2C(c2nnnn2Cc2ccccc2)N1CCc1ccccc1F (stereo not given)	.	0.5	.	-4	-10	.	.	0.0
Cc1ccccc1Cn1c(=N)n(CC(=O)c2ccc([N+](=O)[O-])cc2)c2ccccc21	1	-1.5	.	.	-9	.	0	0.0
Cn1cnc(S(=O)(=O)N[C@H]2C=C[C@@H](CC(=O)Nc3ccccc3)O[C@H]2CO)c1	1	-2.2	-11	6	-5	-6	9	-0.3
CCCCC(=O)N(C)c1c(CC)nc2c(OCCC)cccn12	-2	-0.8	-1	2	-18	3	.	0.0
N#CCCCn1c(=O)oc2ccccc21	-2	-2.1	.	-3	-22	.	.	0.2
COc1ccc(C(=O)NC(CCSC)C(=O)NC2CC2)cc1 (stereo not given)	0	-0.4	5	13	-11	7	.	0.2
Cc1c(C(=O)C(=O)N2c3ccc(F)cc3CCC2C)c2ccccc2n1C (stereo not given)	.	.	-4	-12	.	-6	4	2.3
COc1ccc(/C=C/C(=O)Oc2ccc(C)c(C)c2)cc1OC	9	1.4	.	-15	-12	.	.	0.0
O=S(=O)(Nc1ccc(-n2cccc2)cc1)c1ccccc1	.	.	10	-37	.	-4	4	.
COc1cccc(C(=O)NNC(=O)c2ccccc2)c1	-2	0.1	-14	14	-4	16	-17	0.0
CN(C)C(CNC(=O)c1ccc(NC(=O)CC#N)cc1)c1ccccc1 (stereo not given)	3	1.9	.	8	-20	.	-1	0.0
CC(C)=CCc1ccc(O)c(=O)cc1C(C)C	6	2.5	3	.	3	-70	-3	0.7
CCCc1nc2c(sc3nc4c(cc32)COC(C)(C)C4)c(=O)n1CCN(CC)CC	-6	3.7	-3	8	-22	-4	-2	-0.1
C[C@H]1CN([C@@H](C)CO)C(=O)CCCn2cc(nn2)CO[C@@H]1CN(C)C(=O)Nc1ccccc1F	0&0	-4.1&0.0	5&9	1	3&7	-7&-1	-7	-0.1&0.0
Cn1nc(-c2ccccc2)c2cc([N+](=O)[O-])ccc21	0	0.7	0	12	-2	-4	4	0.0
CCN(C(=O)COC(=O)C1CCN(S(=O)(=O)c2ccc(C)c(C)c2)CC1)C1CCCCC1	1	-5.9	-5	-55	-11	-1	0	-0.4
COc1ccc(/C=C2/CSC/C(=C/c3ccc(OC)c(OC)c3)C2=O)cc1OC	1	-6.2	.	-20	-59	.	-2	0.0
CCCn1c(SC(C)C(=O)NC2CCCC2)n[nH]c1=O (stereo not given)	3	0.4	-4	15	-1	2	-1	1.0
CCCCC(=O)N1C/C=C\C(c2ccc(OC)cc2)N(Cc2ccc(F)cc2)C(=O)C1 (stereo not given)	-2	1.7	1	-31	-10	-3	4	0.0
CCc1cccc(OCCOC(=O)CNS(=O)(=O)c2ccc(NC(C)=O)cc2)c1	2	-0.3	0	-27	-2	.	-4	0.1
COc1cc(/C=C2/S/C(=N/S(=O)(=O)Cc3ccccc3)NC2=O)c([N+](=O)[O-])cc1OC	5	0.4	-8	-26	-78	.	7	-0.1
COc1cc(CN2CC3(CN(S(=O)(=O)c4cn(C)cn4)C3)c3c(n(C)c4cc(OC)ccc34)[C@H]2CO)cc(OC)c1	0	0.0	.	-12	-10	.	.	0.2
